# Compound activity: PubChem, several laboratories
# UHRF1 binding: blocks human UHRF1 binding to methylated DNA; UHRF1 binding to methylated oligo, TR-FRET; inhibition, % at 4.4 µM; hit rate 0.75% among 370,000; AID 687016; in the data active means inhibition above about 21%;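 further: UHRF1 SRA domain binding a hemimethylated CpG hairpin DNA probe; 0% = median of test compound wells and 100% = reference inhibitor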
# ARFGAP1 inh: rat ARFGAP1 inhibition; Q62848; Arfgap1-stimulated ARF1 GTP hydrolysis, GDP FP detection; inhibition, % at 16.5 µM; hit rate 0.26% among 360,000;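 active means inhibition above a per-plate limit, mean inhibition of low control wells plus 3 SD, cut at about 25% in these data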;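 further: 0% = DMSO wells with enzyme and 100% = wells lacking Arfgap1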
#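 Material: rat Arfgap1 GAP domain (His6, aa 1-136), purified enzyme. Also added: human ARF1(Δ1-17)-GTP substrate. Compound dosing: 16.5 µM single point, 1.26% DMSO. Timing: enzyme reaction 120 min at 25 °C after 20 min preincubation. Signal: GDP detection by fluorescence polarization. Read-out basis: percent inhibition of GAP-stimulated GDP formation, scaled between DMSO and no-Arfgap1 medians.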
# KLK7 zymogen act: activators of human kallikrein-7 zymogen; P49862; purified proKLK7, EDANS-DABCYL substrate fluorescence; 100% is mature enzyme control, 0% vehicle; activation, % at 7 µM; hit rate 0.9% among 370,000;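 active means activation above the mean of all tested compounds plus 3 SD, computed per campaign excluding outliers beyond control limits, cut at about 13% in these data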
# PLC-beta3 inh: blocks human PLC-beta3 enzyme activity | Q01970 | Purified PLC-beta3, fluorogenic substrate, fluorescence | inhibition, % at 12.2 µM | hit rate 0.18% among 370,000; in the data active means inhibition above about 11%;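 further: 0% = median of compound wells on plate and 100% = full blocker control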
# Target sequence (Q01970 whole entry, looked up): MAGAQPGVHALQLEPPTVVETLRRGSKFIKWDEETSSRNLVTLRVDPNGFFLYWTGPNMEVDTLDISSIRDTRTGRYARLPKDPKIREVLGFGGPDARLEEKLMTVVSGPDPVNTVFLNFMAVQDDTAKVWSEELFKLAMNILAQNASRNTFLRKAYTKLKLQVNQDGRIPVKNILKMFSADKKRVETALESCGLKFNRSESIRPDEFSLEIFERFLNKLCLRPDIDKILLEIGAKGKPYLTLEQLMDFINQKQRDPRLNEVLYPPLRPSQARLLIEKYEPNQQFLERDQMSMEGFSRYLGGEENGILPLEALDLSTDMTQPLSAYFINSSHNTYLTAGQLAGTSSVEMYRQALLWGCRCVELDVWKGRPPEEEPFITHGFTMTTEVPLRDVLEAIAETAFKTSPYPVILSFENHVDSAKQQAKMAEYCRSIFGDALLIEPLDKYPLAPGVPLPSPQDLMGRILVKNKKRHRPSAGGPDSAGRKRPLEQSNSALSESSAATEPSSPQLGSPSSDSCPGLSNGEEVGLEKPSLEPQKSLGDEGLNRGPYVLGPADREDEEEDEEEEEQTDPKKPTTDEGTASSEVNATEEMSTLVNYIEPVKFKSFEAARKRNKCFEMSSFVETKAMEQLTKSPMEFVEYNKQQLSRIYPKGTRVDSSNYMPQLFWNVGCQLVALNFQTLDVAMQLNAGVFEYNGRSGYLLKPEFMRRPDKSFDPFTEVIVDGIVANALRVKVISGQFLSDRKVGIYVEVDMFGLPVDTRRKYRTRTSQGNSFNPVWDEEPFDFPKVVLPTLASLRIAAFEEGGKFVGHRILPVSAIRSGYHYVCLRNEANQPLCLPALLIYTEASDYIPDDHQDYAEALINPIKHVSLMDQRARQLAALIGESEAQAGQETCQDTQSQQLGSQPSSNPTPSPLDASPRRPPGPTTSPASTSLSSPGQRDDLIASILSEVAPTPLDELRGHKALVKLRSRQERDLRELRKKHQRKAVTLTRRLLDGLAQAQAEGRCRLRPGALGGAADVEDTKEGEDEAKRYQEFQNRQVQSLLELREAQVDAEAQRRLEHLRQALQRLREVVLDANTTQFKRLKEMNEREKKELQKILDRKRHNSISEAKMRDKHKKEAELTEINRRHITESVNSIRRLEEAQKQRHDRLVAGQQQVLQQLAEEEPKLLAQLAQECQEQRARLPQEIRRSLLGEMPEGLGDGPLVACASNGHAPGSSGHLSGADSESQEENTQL
# DDE Tn7 FP inh: inhibitors of Tn7 peptide binding to human fibrin DD(E) | hit rate 0.13% among 370,000 | P02675 | AID 720508 | FP displacement of FITC-Tn7 peptide from fibrin DD(E); 0% = median of compound wells per plate | inhibition, % at 8.3 µM;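 active means inhibition above the mean of compounds falling within the control limits plus 3 SD of them, cut at about 14% in these data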;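 further: 0% = plate median of compound wells and 100% = 10 µM Aha-Tn7 peptide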
#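 Also added: labelled Tn7 tracer, 0.1 µM; Assay system: human fibrin DD(E) protein; Amount: 2 µM fibrin DD(E); Schedule: 10 min compound pre-incubation, 3 h probe incubation at room temperature; Repeats: one replicate per compound; Read-out basis: percent inhibition; Measured by: fluorescence polarization of the labelled Tn7 tracer.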
# NR1D1 modulator: modulators of human Rev-erb alpha DNA binding; P20393; Rev-erbα–FITC-DNA binding, fluorescence polarization, 90 min; AID 1259318; activity, % at 10 µM; hit rate 0.79% among 370,000;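 active means activity above about 14%, limit read from the data; passing the limit was not always enough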;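 further: 0% = DMSO wells with 35 nM protein and 100% = DMSO wells with 750 nM protein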
# ASAP1 GAP inh: ASAP1 ArfGAP inhibition; Q9ULH1; ASAP1-stimulated ARF1 GTP hydrolysis, GDP FP detection; inhibition, % at 16.5 µM; hit rate 0.19% among 360,000; AID 624377; in the data active means inhibition above about 25%;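 further: 0% = vehicle with enzyme and substrate and 100% = no enzyme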
# Tn6 DDE FP: disrupts Tn6 cyclic peptide binding to fibrin D-Dimer-E complex; inhibition, % at 8.3 µM; hit rate 0.21% among 370,000; Fibrin DD(E) TRITC-Tn6 fluorescence polarization displacement; AID 720509;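 active means inhibition above a per-campaign cutoff: mean of compounds within control limits plus 3 SD, cut at about 15% in these data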;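 further: 0% = median of all compound wells on the plate and 100% = blocking peptide control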
# PLCg1 inh: blocks human PLC-gamma1 enzyme activity | P19174 | purified PLC-gamma1, fluorogenic substrate, fluorescence | inhibition, % at 12.2 µM | hit rate 0.84% among 370,000 | AID 720700; in the data active means inhibition above about 9.5%
# sPLA2-III inh: Blocks human group III sPLA2 activity | hit rate 0.56% among 370,000 | Q9NZ20 | QFRET BODIPY PC-A2 liposome hydrolysis, fluorescence | inhibition, % at 12.2 µM;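 active means inhibition above mean plus 3 SD of compounds lying within the high and low control bounds, cut at about 19% in these data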;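 further: 0% = median of test compound wells and 100% = no enzyme DMSO wells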
# * = called active by the depositor; x = not tested or not shown.
UHRF1 binding	ARFGAP1 inh	KLK7 zymogen act	PLC-beta3 inh	DDE Tn7 FP inh	NR1D1 modulator	ASAP1 GAP inh	Tn6 DDE FP	PLCg1 inh	sPLA2-III inh	smiles
0	5	0.7	-8	8	-2	-1	7	-4	14	O=C(O)c1ccc(C=NNC(=O)c2cccc3ccccc23)cc1
1	2	0.3	-3	0	3	-9	6	-1	15	CN1CCN(CCc2nc3cc(NC(=O)c4ccco4)ccc3n2C)CC1
-2	-2	0.0	4	-2	-1	11	0	2	-1	Cc1nn(C(C)CC(=O)O)c(C)c1C (stereo unspecified)
-2	-7	-0.4	-3	-6	-1	6	7	4	6	Cc1cccc(NC(=S)N2CCC(C(=O)c3ccc(F)cc3)CC2)c1
3	13	0.3	2	1	-2	20	-1	-1	-4	O=C(O)c1cccc2c1C(=O)c1cc(Br)ccc1S2(=O)=O
0	4	0.9	0	-3	2	6	9	6	5	CCOC(=O)c1c(C)[nH]c(C)c1C(=O)COC(=O)CCOc1ccccc1OC
0	4	-0.9	3	0	-5	16	6	0	7	CC(C)COc1ccc(C/C(N)=N/n2cnnc2)cc1
1	2	-0.2	-1	-3	2	5	-6	1	-3	Cc1ccc(SCC(=O)Nc2ccc3c(c2)C(=O)NC3=O)cc1
1	1	-0.2	-6	3	-5	7	0	1	-5	Cc1cccc(C(=O)NCC(=O)OCC(=O)N(C)CC(=O)Nc2ccc(F)cc2)c1
0	0	-0.4	-9	-3	-5	2	1	-1	-2	O=C(Cn1cnc2ccccc2c1=O)Nc1ccc(-c2nnc3n2CCCCC3)cc1
-1	7	-0.1	-4	-14	4	8	-4	-3	-15	COc1ccc(-n2cc(CN3CCCC3)c(-c3cccc(F)c3)n2)cc1
3	0	0.5	0	-4	5	0	1	-2	15	O=C(c1ccccc1NS(=O)(=O)c1ccc2c(c1)OCCO2)N1CCOCC1
-1	-3	0.3	1	0	x	5	4	2	2	N=c1c2c(n(Cc3cccc(Cl)c3)c3c1CCC3)CCCC2
1	5	0.1	-33	-3	-5	-2	-1	-32	-8	CCOc1ccc(C(=O)c2cc3ccc(O)cc3oc2=O)cc1
3	-7	0.2	6	0	1	8	0	3	-37	Cc1cccc(NC(=O)CN(C)C(C)C(=O)Nc2ccc(S(=O)(=O)N3CCCC3)cc2)c1C (stereo unspecified)
-3	-4	0.3	-8	1	-7	-1	-1	-2	-1	COc1cc(NC(=O)c2ccccc2)c(OC)cc1NC(=O)Cc1ccc(C)cc1
5	6	0.4	-8	-2	0	-10	-12	4	7	COc1ccc(CNC(=O)COC(=O)C(CCSC)N2C(=O)c3ccccc3C2=O)cc1 (stereo unspecified)
1	5	0.0	0	-5	0	3	-2	-1	1	Cc1nnc(SCC(=O)NC(C)(C)C)n1CCc1ccccc1
0	-5	0.6	-4	-2	1	-2	-5	-1	-6	Cc1cc(C)n(C2CC(=O)N(c3cc(Cl)cc(Cl)c3)C2=O)n1 (stereo unspecified)
-2	5	0.4	7	-9	0	11	-2	7	0	Cc1nn(Cc2c(F)c(F)c(F)c(F)c2F)c(C)c1NC(=O)c1cccc(COc2ccccc2Cl)c1
-1	2	0.2	0	0	-4	-2	-5	-3	-7	CCOC(=O)c1ccc(Oc2nc(SC)nc(N(C)C)n2)cc1
0	5	-0.1	-3	6	6	4	3	-2	2	CC(C)Cn1cnc2c(c1=N)C(c1ccccc1)C1=C(CC(C)(C)CC1=O)O2 (stereo unspecified)
-2	13	-0.9	0	6	2	3	-2	2	0	COCCNC(=O)c1ccc(C2SCC(=O)N2Cc2ccco2)cc1 (stereo unspecified)
-3	-1	0.3	-2	2	3	4	-3	0	-11	CCN(CC)S(=O)(=O)c1ccc(N2CCOCC2)c(NC(=O)CNCCc2ccccc2)c1
-1	-1	6.1	-81	8	-2	2	3	-58	19	Cc1cccn2c(=O)c(/C=C(\C#N)C(=O)NC3CCS(=O)(=O)C3)c(N3CC(C)OC(C)C3)nc12 (stereo unspecified)
3	1	-0.7	-6	0	0	18	3	0	2	O=C(CCC1CCCC1)N=C1SC2CS(=O)(=O)CC2N1Cc1ccccc1 (stereo unspecified)
-1	4	0.7	-1	-8	5	3	0	2	-8	Cc1ccc(NC(=O)CNCc2ccc(Cl)cc2Cl)cc1S(=O)(=O)N(C)C
13	-9	0.7	-6	2	3	-2	3	1	-6	Cc1cc(OCCN2CCN(S(=O)(=O)c3ccccc3F)CC2)ccc1C(C)C
-1	13	-0.1	-12	-1	-7	-11	6	-6	-7	Cc1ccc(C)c(OCc2cc(C(=O)N(C)Cc3nccs3)no2)c1
3	6	0.0	4	1	0	-4	-6	2	7	CC(C)CC(NC(=O)C(NC(=O)C1CCC(=O)N1C(=O)OCc1ccccc1)C(C)C)C(=O)N1CCCC1C(N)=O (stereo unspecified)

# Some of the entries so far, with two lines to a compound:
# Values run as follows: UHRF1 binding, ARFGAP1 inh, KLK7 zymogen act, PLC-beta3 inh, DDE Tn7 FP inh, NR1D1 modulator, ASAP1 GAP inh, Tn6 DDE FP, PLCg1 inh, sPLA2-III inh
- Cc1cccc(NC(=O)CN(C)C(C)C(=O)Nc2ccc(S(=O)(=O)N3CCCC3)cc2)c1C (stereo unspecified)
  3, -7, 0.2, 6, 0, 1, 8, 0, 3, -37
- N=c1c2c(n(Cc3cccc(Cl)c3)c3c1CCC3)CCCC2
  -1, -3, 0.3, 1, 0, x, 5, 4, 2, 2

# Taken from above:
# Under sPLA2-III inh, CC(C)CC(NC(=O)C(NC(=O)C1CCC(=O)N1C(=O)OCc1ccccc1)C(C)C)C(=O)N1CCCC1C(N)=O (stereo unspecified) has 7
# Under KLK7 zymogen act, Cc1cccn2c(=O)c(/C=C(\C#N)C(=O)NC3CCS(=O)(=O)C3)c(N3CC(C)OC(C)C3)nc12 (stereo unspecified) has 6.1

# The list continues.
UHRF1 binding	ARFGAP1 inh	KLK7 zymogen act	PLC-beta3 inh	DDE Tn7 FP inh	NR1D1 modulator	ASAP1 GAP inh	Tn6 DDE FP	PLCg1 inh	sPLA2-III inh	smiles
-1	-3	0.0	-1	-5	4	-2	12	3	0	CCC(=O)c1ccc(OCC(O)CNC2CCCC2)cc1 (stereo unspecified)
7	4	-0.2	1	-5	7	5	2	5	3	O=C(Cn1cnc2c(cnn2-c2ccccc2Cl)c1=O)N1CCc2ccccc21
0	0	-0.7	12*	0	-1	-1	-5	5	0	CSc1cc(SC)ncn1
-2	-1	0.3	1	7	-5	-3	1	1	3	O=C(Nn1cnnc1)c1cc(-c2ccccn2)nc2ccccc12
1	-1	-0.4	0	-3	-1	-10	-1	5	3	O=c1[nH]c2ccsc2c(=O)n1-c1ccc(F)cc1
0	-13	-0.7	5	-2	-4	3	2	0	2	Cn1cc(S(=O)(=O)Nc2ccc(F)cc2F)c(=O)n(C)c1=O
2	10	-0.2	2	2	-3	-5	4	-3	3	COc1ccc(N(Cc2cc3ccccc3[nH]c2=O)S(C)(=O)=O)cc1
0	-1	0.2	-2	8	7	2	-8	-1	-1	CN(CC(=O)Nc1ccccc1C(F)(F)F)C(=O)C1CCN(C(=O)c2ccc(Cl)cc2)CC1
-2	-8	-0.4	5	-1	0	2	-1	2	-1	CCCc1[nH]nc2c1C(c1ccc(OCCN3CCOCC3)c(OCC)c1)C(C#N)=C(N)O2 (stereo unspecified)
2	0	0.6	2	2	-2	-11	-11	1	0	Cc1cc(Nc2ccc(F)cc2C)n2nc(C)nc2n1

# In a second layout: entries from further up
O=C(O)c1cccc2c1C(=O)c1cc(Br)ccc1S2(=O)=O
  UHRF1 binding = 3
  ARFGAP1 inh = 13
  KLK7 zymogen act = 0.3
  PLC-beta3 inh = 2
  DDE Tn7 FP inh = 1
  NR1D1 modulator = -2
  ASAP1 GAP inh = 20
  Tn6 DDE FP = -1
  PLCg1 inh = -1
  sPLA2-III inh = -4
CCN(CC)S(=O)(=O)c1ccc(N2CCOCC2)c(NC(=O)CNCCc2ccccc2)c1
  UHRF1 binding = -3
  ARFGAP1 inh = -1
  KLK7 zymogen act = 0.3
  PLC-beta3 inh = -2
  DDE Tn7 FP inh = 2
  NR1D1 modulator = 3
  ASAP1 GAP inh = 4
  Tn6 DDE FP = -3
  PLCg1 inh = 0
  sPLA2-III inh = -11
Cc1cccc(C(=O)NCC(=O)OCC(=O)N(C)CC(=O)Nc2ccc(F)cc2)c1
  UHRF1 binding = 1
  ARFGAP1 inh = 1
  KLK7 zymogen act = -0.2
  PLC-beta3 inh = -6
  DDE Tn7 FP inh = 3
  NR1D1 modulator = -5
  ASAP1 GAP inh = 7
  Tn6 DDE FP = 0
  PLCg1 inh = 1
  sPLA2-III inh = -5
Cc1nn(C(C)CC(=O)O)c(C)c1C (stereo unspecified)
  UHRF1 binding = -2
  ARFGAP1 inh = -2
  KLK7 zymogen act = 0.0
  PLC-beta3 inh = 4
  DDE Tn7 FP inh = -2
  NR1D1 modulator = -1
  ASAP1 GAP inh = 11
  Tn6 DDE FP = 0
  PLCg1 inh = 2
  sPLA2-III inh = -1

# (more compounds)
UHRF1 binding	ARFGAP1 inh	KLK7 zymogen act	PLC-beta3 inh	DDE Tn7 FP inh	NR1D1 modulator	ASAP1 GAP inh	Tn6 DDE FP	PLCg1 inh	sPLA2-III inh	smiles
-4	-4	-0.3	5	0	-3	-12	-1	2	-8	COc1ccc(C(=O)NC2CCN(C(=S)Nc3cccc(C)c3C)CC2)cc1
-2	7	0.2	3	-2	-2	12	-7	3	2	COc1ccc(CC(=O)N2CCc3ccccc3C2)cc1
-9	-1	-1.6	-57	9	-23	2	-3	-49	-3	Clc1cc2c(nn1)Nc1ccccc1S2
-1	5	-0.2	5	-10	-5	4	-5	7	2	O=C(O)CCCCCNC(=O)CCn1cnc2ccccc2c1=O
2	8	0.6	-1	2	5	-10	10	-1	12	O=C(O)C1CCCN(S(=O)(=O)c2cccs2)C1 (stereo unspecified)
0	11	-0.2	-2	-9	6	17	-1	6	19	Cc1ccc(OCc2n[nH]c(=S)n2-c2ccc(C)cc2)cc1
8	6	-0.5	-12	-6	3	2	-6	6	6	O=C(CCc1nnc2ccc(N3CCC4(CC3)OCCO4)nn12)Nc1ccc(F)cc1
1	-4	-0.4	-4	1	1	2	-7	-4	8	C/C(N)=C(/C#N)C(=O)CSc1nnc(-c2ccc3c(c2)OCO3)o1
1	14	0.5	-3	3	-4	10	1	1	-1	CCN(Cc1nc2ccccc2c(=O)[nH]1)Cc1nc2cc(OC)c(OC)cc2c(=O)[nH]1
1	8	-0.7	-38	-1	-6	2	-1	-24	2	COc1ccc(/C=C/C(=O)c2ccc3ccccc3c2O)cc1CN1CCOCC1
-2	6	-8.3	-242	0	-4	-2	9	-163	-8	O=c1[nH]c2cc3ccccc3cc2nc1C(F)(F)F
-6	-11	0.4	-4	2	-11	2	4	7	15	O=[N+]([O-])c1cc(Br)c(Nc2ccccc2)c([N+](=O)[O-])c1
-6	2	0.6	-2	-9	2	6	-15	-4	2	O=C(COC(=O)/C=C/c1ccc([N+](=O)[O-])cc1)Nc1ccc2[nH]c(=O)[nH]c2c1
-3	-2	-2.5	-284	0	-2	2	5	-247	-28	CCCCN(CC)c1nc(N)c(C#N)c(CC#N)c1C#N
